TNAP inh no acc: blocks human TNAP activity with no phosphate acceptor present. P05186. purified TNAP, CDP-star luminescence, 30 min. inhibition, % at 20 µM. 0.26% of 200,000 active;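 active means tissue-nonspecific alkaline phosphatase inhibition above about 50% at 20 µM in the single-dose screen, limit read from the data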;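 further: 0% = DMSO negative control and 100% = EDTA positive control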
PMI activator: phosphomannose isomerase (human) activation; purified human PMI, coupled resazurin fluorescence, 20 min; hits give high values; 1 = vehicle control, 0 substrate-free wells; 0.005% of 190,000 active; activation factor at 20 µM; P34949;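 active means activation factor of 2 or more at 20 µM, relative to plate controls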
Target sequence (P34949 whole entry, looked up): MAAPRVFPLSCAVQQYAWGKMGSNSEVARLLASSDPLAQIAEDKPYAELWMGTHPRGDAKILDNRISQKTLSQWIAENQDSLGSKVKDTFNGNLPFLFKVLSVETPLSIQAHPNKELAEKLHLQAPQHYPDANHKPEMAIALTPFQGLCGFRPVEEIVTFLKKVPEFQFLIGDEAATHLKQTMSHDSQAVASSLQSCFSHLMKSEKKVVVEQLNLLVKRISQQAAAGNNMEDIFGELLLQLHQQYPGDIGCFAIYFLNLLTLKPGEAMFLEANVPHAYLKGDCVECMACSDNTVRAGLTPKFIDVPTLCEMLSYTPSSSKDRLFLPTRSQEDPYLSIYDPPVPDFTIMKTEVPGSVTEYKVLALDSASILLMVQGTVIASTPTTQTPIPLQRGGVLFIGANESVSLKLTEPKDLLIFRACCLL
RAM inhibit: yeast RAM network inhibition. S. cerevisiae dse1pr::URA3 reporter, 5-FOA growth OD615, 2 d; analog-sensitive cbk1-as2 kinase mutant strain. inhibition, % at 50 µM. 1.8% of 190,000 active;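 active means inhibition above a set limit, 3 SD over mean compound inhibition, cut at about 8.4% in these data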;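 further: 0% = DMSO-only wells with no growth and 100% = 10 µM 1-NA-PP1 full growth; inhibition rescues growth on 5-FOA so higher OD means more RAM inhibition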
PMI act satM6P: increases human PMI activity with near-saturating mannose 6-phosphate; activation factor at 20 µM; coupled PMI enzyme assay, resazurin fluorescence, 20 min; hits give high values; 1 = untreated enzyme, 0 = substrate-free blank; P34949; AID 1216; 0.34% of 190,000 active;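 active means activation factor of 2 or more at 20 µM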
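Test system: Human PMI in coupled enzyme assay | Input: 15 ng/mL PMI | Medium: HEPES-buffered pH 7.4 with magnesium and detergent | Compound: One concentration, 20 µM, in 1% DMSO | Incubation: Enzyme reaction with compound 20 min at room temperature | Detection: Diaphorase-driven resazurin-to-resorufin fluorescence, excitation 544, emission 590 nm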
Hsp70 act: Hsp70 transcriptional activation, primary screen; HeLa Hsp70 promoter luciferase reporter, luminescence; scaled: vehicle 0, proteasome-inhibitor control 100%; activation, % at 10 µM; 0.04% of 200,000 active; AID 1203;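 active means activation above the mean across all tested compounds plus 3 SD, cutoff set per campaign, cut at about 5.5% in these data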;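 further: 100% = MG132 at 30 µM as the positive control and 0% = DMSO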
L major viab: inhibitors of Leishmania major promastigote growth; Leishmania major promastigotes, resazurin fluorescence viability; inhibition, % at 10 µM; 9% of 200,000 active; AID 1063; in the data active means inhibition above about 50%;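 further: promastigotes grown with compound for 44 hours at 28 °C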
Redox H2O2 prof: compounds producing H2O2 with reducing agent – biochemical, NIH compound library profiling, artefact control for MLSCN library redox annotation, primary screen. DTT-dependent redox cycling H2O2, phenol red/HRP absorbance; 100% = 100 µM peroxide control, 0% = buffer. 0.03% of 200,000 active. activation, % at 10 µM;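 active means activation of at least 50% relative to the plate's high and low controls in the primary single-dose screen; inactive means activation below 50%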;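 further: compound incubated with DTT at 0.8 mM final as the reducing agent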
TNAP inh hiacc: TNAP (human) inhibition, high acceptor; P05186; purified TNAP, CDP-star luminescence, 1 M DEA; inhibition, % at 20 µM; 0.03% of 200,000 active;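 active means over 50% inhibition of tissue-nonspecific alkaline phosphatase at 20 µM in the single-dose screen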;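 further: plate controls were DMSO wells for no effect and EDTA-quenched wells as full inhibition for full effect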
Efa HMGR inh: blocks class II HMG-CoA reductase of Enterococcus faecalis. inhibition, % at 10 µM. 0.41% of 190,000 active. purified E. faecalis HMGR, NADPH absorbance 340 nm kinetic;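 active means inhibition above a set limit, the median over all tested compounds plus 3 SD, cut at about 9.5% in these data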;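 further: enzyme runs in reverse so mevalonate oxidation gives rising NADPH absorbance; 0% = complete reaction with DMSO and 100% = background rate lacking mevalonate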
S1P3 antagonist: antagonists of human S1P3 receptor; Q99500; CHO S1P3 NFAT-BLA reporter, FRET fluorescence, antagonist mode; 0.27% of 170,000 active; inhibition, % at 4.98 µM;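 active means inhibition above the plate cutoff, the mean inhibition of test wells on that plate plus 3 SD, cut at about 28% in these data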;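 further: cells challenged with S1P at its EC80 of 0.8 µM; blue over green emission ratio from cleaved BLA substrate after 4 h stimulation; 0% = S1P-stimulated wells and 100% = unstimulated DMSO-only wells; some compounds past the cut are filed as inactive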
Target sequence (Q99500 whole entry, looked up): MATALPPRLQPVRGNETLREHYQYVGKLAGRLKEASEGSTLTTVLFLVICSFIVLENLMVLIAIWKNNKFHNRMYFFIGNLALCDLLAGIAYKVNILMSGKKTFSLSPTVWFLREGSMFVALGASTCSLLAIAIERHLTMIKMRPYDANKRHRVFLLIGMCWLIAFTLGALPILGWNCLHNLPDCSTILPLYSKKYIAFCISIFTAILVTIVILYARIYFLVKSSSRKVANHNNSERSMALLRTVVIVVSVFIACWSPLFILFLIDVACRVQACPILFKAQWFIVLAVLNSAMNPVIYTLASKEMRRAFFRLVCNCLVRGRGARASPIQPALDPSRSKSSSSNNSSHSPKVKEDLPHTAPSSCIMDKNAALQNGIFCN
The depositor's hits bear a star; nt = no result given.

SMILES	TNAP inh no acc	PMI activator	RAM inhibit	PMI act satM6P	Hsp70 act	L major viab	Redox H2O2 prof	TNAP inh hiacc	Efa HMGR inh	S1P3 antagonist
COc1cccc(-c2cc(C(=O)Nc3c(C)nn(Cc4ccccc4)c3C)no2)c1	-4	0.8	0.8	0.8	-0.2	28	2.2	3	-5	54*
CCCCn1c(CNC(C)=O)nc2ccccc21	-6	0.9	1.8	0.9	-0.3	-3	-2.5	-3	-7	-4
Cc1cccc(-c2nnc(-c3cccc(NC(=O)Cc4cccs4)c3)o2)c1	-13	0.9	4.0	0.9	-0.3	8	1.9	-9	-6	nt
COc1cccc(CNS(=O)(=O)c2ccc3c(c2)CCN3C(=O)C2CC2)c1	-17	0.9	3.9	0.9	0.0	-1	16	-4	-8	3
CCOP(=O)(c1ccc(N(C)C)cc1)C(O)c1ccccc1OC (stereo unspecified)	-5	0.9	0.2	0.9	0.9	-5	3.3	2	-5	11
Cc1ccccc1CN(c1ccc(C(=O)NCCC2=CCCCC2)cc1)S(C)(=O)=O	-4	0.9	2.6	0.8	-0.5	16	-8.2	-5	-5	nt
Cc1ccc(OCC(O)CN2CCN(Cc3ccc4c(c3)OCO4)CC2)cc1C (stereo unspecified)	2	1.2	0.8	1.1	-0.3	91*	-0.3	7	-4	15
CCCNNC(=O)C(O)(c1cccc(C)c1)c1cccc(C)c1	-11	1	0.2	0.9	-0.4	-3	-0.5	-8	-1	-11
Nc1nnc(SCc2ccc(Cl)cc2)s1	-4	0.9	0.4	0.9	0.2	-3	0.4	-2	1	nt
CCCC(=O)c1c(C)c2ccccc2n1C	-6	1	-0.8	0.9	-0.2	-8	1.1	0	-6	-2
CCOC(=O)N1CCN(C(=O)c2ccc(N(Cc3ccc(C)cc3)S(C)(=O)=O)cc2)CC1	-3	1	0.8	1	-0.1	0	1.4	-1	-3	nt
Cc1ccc(C(C#N)N2CCOCC2)cc1 (stereo unspecified)	-10	1	2.5	1.1	-0.1	-6	-0.1	-5	6	-30
COc1ccccc1/C=N/N(C(C)=O)c1nc(-c2ccc(F)cc2)cs1	-8	1	3.4	1.1	0.3	2	-4.0	3	6	nt
Nc1nonc1C(=O)NCCNCc1c(OCc2ccccc2F)ccc2ccccc12	-9	0.9	1.9	0.9	-0.4	8	1.8	-8	-10	nt
O=C(NCc1ccco1)c1ccc(Cn2cc([N+](=O)[O-])cn2)o1	-8	1	-0.1	1.1	-0.1	-4	-0.1	0	-4	nt
O=[N+]([O-])c1ccc(NC(=S)NCc2ccncc2)cc1	2	1	-0.4	1.1	-0.1	14	-0.9	0	-1	2
CN(C(=O)/C=C/c1cnc2ccccc2c1)C1CCCCC1	-10	1.1	-0.6	1.1	0.0	-2	-1.8	-2	-8	-12
COC(=O)c1c(C(C)=O)cnc2ccc(Br)cc12	-14	1	4.2	1	-0.1	-6	1.8	-7	-1	-12
O=C(Cc1ccccc1)N1CCN=C1SCc1cccc([N+](=O)[O-])c1	0	0.9	-0.6	1	-0.2	18	-0.6	-2	-3	5
CCN1C(=O)c2cccc3c(S(=O)(=O)Nc4ccccc4OC)ccc1c23	-9	0.9	1.0	0.9	0.2	17	0.6	-5	0	-22
CC(/C=N/NC(=O)c1ccncc1)=C\c1ccco1	-11	1	1.9	0.5	1.4	-2	-0.3	-1	-3	-7
COC(=O)c1ccc(CSc2nnc(-c3c[nH]c4ccccc34)n2C)o1	-8	1	2.6	1	-0.1	-4	-2.0	-2	-4	-16
CC(=O)Nc1nc(-c2ccccc2)c(-c2ccccc2)o1	-2	1	4.2	1.1	-0.2	-4	-0.3	6	0	1
O=C(Nc1ccncc1)c1cccs1	-11	1.1	1.3	1	-0.2	59*	0.5	-5	4	10
CC(C1CC1)N(Cc1ccccc1)C(=S)Nc1ccccc1 (stereo unspecified)	-8	1	-1.3	1	0.1	4	1.0	-3	-2	-17
O=C1N/C(=N\N=C\c2cccs2)SC1Cc1ccc(Cl)c(Cl)c1 (stereo unspecified)	-15	1.1	6.8	1.1	-0.1	11	-0.8	-1	5	-17
Cc1ccc(CN2CCN(Cc3ccc(-n4cccn4)cc3C)CC2CCO)cc1 (stereo unspecified)	-5	0.9	2.2	1	-0.5	21	13	-1	-6	-14
COc1ccccc1N=Cc1nc(-c2ccccc2)oc1OC(C)=O	-22	1.2	1.7	1.2	-0.2	2	3.0	0	5	nt
CC(C)(C)c1ccc(C2CC2C(=O)N/N=C\c2cc3ccccc3nc2Cl)cc1 (stereo unspecified)	-3	0.8	0.5	0.9	-0.1	3	11	-2	-6	nt
Cn1nc(C(=O)N2CCCc3ccccc32)c2ccccc2c1=O	-10	1	2.2	1	0.1	13	-0.9	-4	0	-14
CCCCCC1CCC(c2n[nH]c(=S)n2C)CC1 (stereo unspecified)	-109	1	3.5	1.1	-0.1	10	-0.2	0	1	7
CNc1nnc(-c2cccc(N(C)C)c2)s1	-14	0.9	-0.1	0.9	0.1	12	3.4	-4	-7	7
Cc1ccc2c(c1)n([O-])c1c([n+]2=O)CCCC1	-11	0.8	1.2	0.7	0.0	-4	-4.9	-6	-1	nt
CCOc1cc(S(=O)(=O)NC2CC(C)(C)NC(C)(C)C2)ccc1F	0	0.9	0.9	1	-0.3	-7	2.5	-2	-1	-4
CCOC(=O)c1sc(=S)n(-c2ccc(C)cc2)c1SC	6	1	3.3	1.1	-0.3	-3	3.2	-2	-3	nt
Cc1cccc(C)c1OCc1nnc(SCC(=O)Nc2cccc(C(=O)N3CCOCC3)c2)n1C	-10	1.1	1.9	1.1	-0.1	0	-0.6	-6	1	-12
O=C(NCc1ccc2c(c1)OCO2)c1ccc(-c2ccc(Cl)cc2)o1	-10	0.7	4.0	0.9	-0.2	-6	0.8	-7	5	-18
Cc1ccc(C)c(Cc2c(C)nc(C)[nH]c2=O)c1	-11	1	0.1	0.8	-0.2	-5	0.0	-5	4	-1
O=C(c1ccccc1NS(=O)(=O)c1cccc([N+](=O)[O-])c1)N1CCOCC1	-10	1	3.4	1	-0.2	-6	1.4	-3	-3	nt
CCN(CC)CCOc1c(Br)ccc2c1sc1nc3n(c(=O)c12)CCC3	-7	0.9	-0.1	0.9	-0.3	80*	0.1	-6	-5	-64
Clc1ccc(CN2CCCCCCC2)cc1	-10	1	-0.8	1	-0.1	2	0.0	-1	-9	11
CC(=O)OCc1c(F)c(F)c(-n2nc(C)cc2C)c(F)c1F	-13	1	0.0	1	-0.2	0	2.3	-6	-10	-17
CCOC(=O)C(Cc1ccc(OC)c([N+](=O)[O-])c1)NC(=O)CCC(=O)Nc1ccc(C)cc1 (stereo unspecified)	-11	1	2.0	1	-0.6	0	-0.4	-8	-2	-10
O=C(NC1=NCCS1)NC12CC3CC(CC(C3)C1)C2	-10	1	0.4	1	0.4	-5	2.3	-8	-9	-25
CC(NC(=O)C1CCC1)c1ccccc1 (stereo unspecified)	-11	1	-0.9	1	0.0	0	2.0	-2	-4	-9
O=C(OCc1nnc(-c2ccccc2)o1)C1CCN(S(=O)(=O)c2cccs2)CC1	-12	1	0.3	0.9	-0.3	5	0.0	-7	-2	-27
Cc1ccc(C(=O)Nc2ccccc2C(=O)NC(CC(=O)O)C(=O)O)cc1 (stereo unspecified)	-12	1	-1.7	1	0.3	-1	-0.2	-1	-1	16
Cc1ccccc1NC(=S)NCc1cccs1	-4	1	0.5	1	0.0	4	-2.8	-5	-4	nt
CCOc1cc(S(=O)(=O)N(CC)CC)c(OCC)cc1-n1cnnn1	-16	1	1.1	1	-0.1	2	-3.0	-7	-15	nt
COc1ccc(C2c3c(oc4ccccc4c3=O)C(=O)N2c2ccccn2)cc1 (stereo unspecified)	-5	1	1.9	1	-0.1	2	-0.6	-3	-5	-33
Carrying on:
SMILES	TNAP inh no acc	PMI activator	RAM inhibit	PMI act satM6P	Hsp70 act	L major viab	Redox H2O2 prof	TNAP inh hiacc	Efa HMGR inh	S1P3 antagonist
Cc1cccc(OCc2nc(-c3ccc(Br)o3)no2)c1	-8	1	0.5	1	-0.1	-2	-0.1	-1	-3	-2
Cc1cccc(SCC(=O)Nc2ccccc2[N+](=O)[O-])c1	4	0.9	1.2	1	0.1	0	1.0	-1	-3	-2
Cc1cccc(C)c1OCC(=O)Nn1c(=O)[nH]c2ccccc2c1=O	-7	1	1.1	0.9	0.2	8	-0.2	2	11*	-2
COc1ccccc1NC(=O)CN1CCN(c2ccccc2F)CC1	-2	1	0.0	0.9	-0.2	3	0.0	-7	-3	-15
C=C(C)CSC1=C(C#N)C(c2ccccc2)CC(=O)N1 (stereo unspecified)	nt	nt	nt	nt	-0.4	3	-0.4	nt	nt	5
COC(=O)c1[nH]c2cccc(C)c2c1NC(=O)CN1CCN(C(=O)c2ccco2)CC1	-7	1	2.7	1	-0.5	-3	3.9	-4	1	1
CCO[C@H]1OC(C(=O)NCc2nc3ccccc3[nH]2)=C[C@@H](C2CC2)[C@@H]1CCCO	-8	0.9	-0.5	1	0.3	-5	0.1	-7	-1	-34
OCCCNC(=S)Nc1ccc(Nc2ccccc2)cc1	-5	0.9	2.1	1	-0.1	2	0.6	0	-3	-20
CCc1nnc(NC(=O)CSc2nc(-c3ccccc3)nc3ccccc23)s1	-13	0.9	0.9	1	-0.2	-4	0.2	0	-7	-1
CSC1=NCCN1S(=O)(=O)c1ccc(C)cc1	-6	0.9	0.7	0.9	0.0	-5	0.0	-1	-3	-5
Cc1cc2ncn(CCC(=O)NC(C)(C)C)c2cc1C	3	nt	0.4	nt	0.0	2	0.5	4	4	-16
CCS(=O)(=O)c1nc(S(=O)(=O)c2ccc(Cl)cc2)c(NCCOC)s1	-10	1.1	0.4	1.1	-0.3	3	-0.8	-4	-5	-6
NC(=O)c1sc2nc(-c3ccco3)ccc2c1N	-6	1	1.7	0.7	-0.4	0	-3.3	1	-7	nt
Cc1cc(C)c(C)c(S(=O)(=O)N2CCN(c3ccc(O)cc3)CC2)c1C	-1	0.7	4.9	0.8	-0.4	55*	-0.1	1	-7	-1
CC(=O)N/C(=C\c1ccccc1)C(=O)Nc1ccccc1C	5	0.9	1.8	0.9	-0.3	-1	-2.0	2	-7	2
CN(CCC#N)C(=O)COC(=O)c1ccc(CNS(=O)(=O)c2ccc(F)c(Cl)c2)cc1	0	0.9	4.6	1	0.8	-6	0.5	4	-2	-9
COc1ccc2c(c1)[nH]c1c(=O)n(CC3CCCO3)cnc12 (stereo unspecified)	-3	1	0.8	1	-0.2	1	0.1	-4	-1	nt

Screens (PubChem)

This is a random part of the collection, and some 12% of all compounds hit somewhere here.
